# Assay outcomes as filed in PubChem.
# BL2 CD40 inh – inhibitors of CD40-induced NF-kB signaling, primary screen, BL2 cells, luciferase reporter, single point; 83,000 tested, 0.94% active; CD40L-induced, 4 h; inhibition, % at 10 µM;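 active = mean inhibition of at least 50% with a set share of replicates also reaching that level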;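 note: 0% = neutral control wells and 100% = IKK inhibitor VII at 50 µM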
# * marks the source's active call; other numbers are inactive results; & = joins results of further samples; [ ] = another dose, or the depositor's remark. Some of the compounds tested (hit frequency here may not be typical).
BL2 CD40 inh	mol
4	COC(=O)c1c(N)c2ccccc2[nH]c1=O
4	Nc1c(N(CCCO)C(=O)C2CCCCC2)c(=O)[nH]c(=O)n1Cc1ccccc1
20	O=C1CC(NC2CCN(C(=O)c3cccc(F)c3)CC2)C(=O)N1 (stereo unspecified)
17	CCOc1c(C(N)=O)c(-c2ccccc2)c2c(=O)[nH]c3ccccc3n12
-2[25 µM]	COC(=O)C[C@H]1C[C@@H]2c3cc(NC(=O)c4ccc5c(c4)OCO5)ccc3O[C@@H]2[C@H](CO)O1
5	CC1(C)C2(C#N)C(N)=NC3(OCCO3)C12C#N (stereo unspecified)
1[25 µM]	CN1C[C@@H]2[C@H](c3ccccc31)[C@@H](CO)N2S(=O)(=O)c1ccccc1
1	CC(=O)Nc1ccc(C(=O)OCC(=O)NC2CCCCCC2)cc1
-13	COc1ccc(-c2csc(C(C#N)=C(O)CSc3nccn3C)n2)cc1OC
19[25 µM]	CCc1cnc(N2[C@@H](C#N)[C@H](c3ccc(C#CCC4CCCC4)cc3)[C@@H]2CO)s1
-1[25 µM]	COCC(=O)Nc1ccc2c(c1)[C@H]1C[C@@H](CC(=O)NCc3ccc4c(c3)OCO4)O[C@H](CO)[C@H]1O2
8	COc1ccc(C(C)(NC(C)=O)c2nc(-c3ccncc3)cs2)cc1 (stereo unspecified)
11	Cc1ccccc1OCCNCC(C)O (stereo unspecified)
17[25 µM]	CCCC#Cc1ccc([C@@H]2[C@H]3CN(C(=O)Nc4cccc(F)c4)CC(=O)N3[C@H]2CO)cc1
10	Cc1ccc2nc(NC(=O)CN(C)S(=O)(=O)c3cccc4nsnc34)sc2c1
7	Cc1ccsc1C(=O)N(C)CC(=O)Nc1ccccc1Br
-8[25 µM]	CNC[C@@H]1OCCCC[C@H](C)Oc2ccc(NS(=O)(=O)c3ccc(F)cc3)cc2C(=O)N([C@@H](C)CO)C[C@@H]1C
2	CS(=O)(=O)c1ccc(Cl)c(NC(=O)CSc2nc3ccccc3c(=O)n2Cc2ccco2)c1
8	COc1cc2cnncc2cc1OC
-76	Cn1c(CSc2ccccc2)c(C#N)c2ccccc21
2	CC(=O)C1(O)C(C)CC2C3CC(F)C4(O)CC(O)CCC4(C)C3CCC21C (stereo unspecified)
-2	O=C(N[C@@H]1CC[C@@H](CCNS(=O)(=O)c2cccc(Cl)c2)O[C@H]1CO)c1ccc(F)cc1
7[25 µM]	O=C(Nc1ccccc1F)N[C@H]1CC[C@@H](CCNC(=O)C2CC2)O[C@H]1CO
-11	CC(=NNC(=O)c1ccncc1)c1cccc(Cl)c1
-11	COc1ccc(-c2cc(C(=O)NCc3cccnc3)no2)cc1OC

BL2 CD40 inh	mol
2[25 µM]	COc1ccccc1NC(=O)N1CCCCN2[C@@H](CO)[C@H](c3ccc(C#CC4CCCC4)cc3)[C@@H]2C1
0	CCC1CCC(C(=O)NC(C(=O)NCCCN2CCCCC2C)C(C)C)CC1 (stereo unspecified)
13	COc1ccccc1-c1nnc(SCC(=O)c2c(N)n(C3CC3)c(=O)[nH]c2=O)o1
-4[25 µM]	N#C[C@@H]1[C@H](c2ccccc2)[C@@H](CO)N1C(=O)CN1CCOCC1
8	CCN(CC(=O)NCc1ccc(Cl)cc1)C(=O)CSc1ccc(F)cc1
2	N#CCCN1CCN(S(=O)(=O)c2ccc3c(c2)CCC3)CC1
-13[25 µM]	COc1ccccc1CNC(=O)C[C@H]1CC[C@@H]2[C@@H](COc3ccc(NC(C)=O)cc3C(=O)N2C)O1
3	Cc1cc(NC(=O)c2cc(-c3ccco3)on2)n(-c2ccccc2)n1
9[25 µM]	COc1cccc(OC)c1-c1cc(C(=O)NC2(C(=O)O)C3CC4CC(C3)CC2C4)nn1-c1ccc(C(=O)N(C)CCCN(C)C)cc1C(C)C (stereo unspecified)
-1[25 µM]	CC(C)CC(NC(=O)N1CCCCCC1)C(=O)NC(Cc1cn(C)c2ccccc12)C(=O)NC(Cc1ccccn1)C(=O)O (stereo unspecified)
70*	Cc1cc(C)c2c(N)c(C(=O)Nc3nccs3)sc2n1
-24	c1ccc2oc(SCc3cn4ccccc4n3)nc2c1
-64	Cc1csc(NC(=O)c2ccc(S(=O)(=O)N3CCCC3)cc2)n1
-2	Cc1ccc(Cn2ccc(NC(=O)c3noc4c3CCc3ccccc3-4)n2)cc1
1[25 µM]	COCC(=O)Nc1ccc2c(c1)[C@@H]1C[C@@H](CC(=O)N3CCOCC3)O[C@H](CO)[C@@H]1O2
-16	N#Cc1nc(Cc2ccccc2)oc1NCc1ccccc1
-17	CN(CCc1ccccn1)C(=O)c1ccc(OC2CCN(Cc3ccccn3)CC2)cc1
-4[25 µM]	CN(C)C(=O)c1cccc(-c2ccc([C@H]3[C@@H](CO)N4CCCCN(CC5CCOCC5)C[C@H]34)cc2)c1
-7[25 µM]	C[C@@H]1CN([C@H](C)CO)C(=O)c2cc(-c3ccccc3F)cnc2O[C@H]1CN(C)C(=O)C1CCCCC1
4[25 µM]	COc1ccccc1S(=O)(=O)N(C)C[C@H]1OCc2cn(nn2)CCCC(=O)N([C@H](C)CO)C[C@@H]1C
-25	COc1cccc(-c2nnc(Nc3nc4c(F)cccc4s3)o2)c1
13	COc1ccc(CNC(=O)C(c2ccco2)N(C(=O)Cc2cccs2)c2cccnc2)cc1 (stereo unspecified)
2[25 µM]	CO[C@H]1CN(C)C(=O)c2ccc(NS(=O)(=O)CC(F)(F)F)cc2OC[C@@H](C)N(Cc2nccs2)C[C@H]1C
0	COC(=O)c1c(NC(=O)CSc2ncn[nH]2)sc(C)c1C
12[25 µM]	O=C(c1cccnc1)N1CC2(C1)[C@H](c1ccccc1)[C@H](CO)N2C(=O)CC1CC1

BL2 CD40 inh	mol
3	COC(=O)[C@H](CCSC)NC(=O)NCc1cccs1
-12	CCOC(=O)N(C)C[C@H]1OCc2ccccc2-c2ccccc2C(=O)N([C@@H](C)CO)C[C@@H]1C
-7	Cc1ccc2nc(SCC(=O)N3CCC(C)CC3)nc(=O)n2c1
-2	CCN(CC)S(=O)(=O)c1ccc(NC(=O)COC(=O)CNC(=O)C2CCCCC2)cc1
5	O=C(Nc1c(C(=O)N2CCOCC2)cnn1-c1ccccc1)c1ccccc1
-8	O=C(c1ccccc1)N1CC[C@H]2[C@H](CO)Nc3ccc(C#Cc4cccnc4)cc3[C@H]21
-3	C[C@@H]1CN(C)C(=O)c2cccnc2O[C@H]1CN(C)C
-15	Cc1nc(-c2cccc(-c3noc(C)n3)c2)no1
-3	OC1CCCC1NCc1ccnc2cc(Cl)ccc12 (stereo unspecified)
12[25 µM]	C[C@@H]1CN([C@@H](C)CO)C(=O)c2ccccc2-c2ccccc2CO[C@H]1CN(C)S(=O)(=O)c1cccs1
5	COc1cc(S(=O)(=O)N2CCOCC2)cc(C(=O)OCC(=O)NC2CCCCC2)c1OC
3	CC(=O)Nc1ccc(NC(=O)CSc2nc3ccccc3c(=O)n2CCCN2CCOCC2)cc1
0[25 µM]	C[C@H](NC(=O)C[C@H]1C[C@H]2c3cc(N(C)C)ccc3O[C@H]2[C@H](CO)O1)c1ccccc1
-4	CN1C(=O)CSC1=NC12CC3CC(CC(C3)C1)C2
-6[25 µM]	CCCNC(=O)N(C)C[C@H]1Oc2cc(C#C[C@@H](C)O)ccc2S(=O)(=O)N([C@@H](C)CO)C[C@H]1C
-19	Cn1c(SC/C=C/c2ccccc2)nnc1-c1cnccn1
29*	COc1ccc(N2CCN(C(=O)Cn3c(=O)[nH]c4ccccc4c3=O)CC2)cc1
14	CCC(=O)N1c2ccccc2[C@@H](N(C(C)=O)c2ccccc2)C[C@H]1C
-94&-68	COc1ccc2cc(CCC(C)=O)ccc2c1
-5	CCC(C)[C@H](NC(=O)N1CCCC1)C(=O)O (stereo partly specified)
-28	O=C(NCC(=O)N1CCN(c2ccccc2)CC1)c1cccs1
6	COc1ccc(C(=O)NC(CC(C)C)C(=O)O)cc1 (stereo unspecified)
-6	O=C(NCC1CCN(S(=O)(=O)c2ccccc2)CC1)Nc1ccccc1
-49	CC(=O)c1cccc(NC(=O)c2cc3ccccn3n2)c1
-65	O=C(Nc1ccc2c(c1)OCCO2)c1cnn(-c2ccccc2)n1

BL2 CD40 inh	mol
-3	CCCN1Cc2cccc(C(N)=O)c2C1=O
5	CSc1nc2sc3c(c2c(=O)[nH]1)CCc1ccccc1-3
-8[25 µM]	Cc1ccc(S(=O)(=O)N(C)C[C@@H]2Oc3ncc(C#CC(C)(C)O)cc3C(=O)N([C@H](C)CO)C[C@@H]2C)cc1
-18[25 µM]	COc1ccc(NC(=O)N(C)C[C@H]2OCCCC[C@@H](C)Oc3ccc(NC(=O)c4ccncc4)cc3C(=O)N([C@@H](C)CO)C[C@@H]2C)cc1
1[25 µM]	C[C@@H]1CCCCO[C@H](CN(C)C(=O)c2ccncc2)[C@H](C)CN([C@H](C)CO)C(=O)c2cc(NS(=O)(=O)c3cccs3)ccc2O1
-9	COc1ccc(NC(=O)CCc2nc3ccccc3[nH]2)cc1
8	COCCCN(C(=O)c1ccc(N2CCCC2=O)cc1)c1c(N)n(Cc2ccccc2)c(=O)[nH]c1=O
10[25 µM]	Cc1cccc(S(=O)(=O)N2C[C@H](O)COC[C@H]3O[C@H](CC(=O)Nc4ccccc4)CC[C@@H]32)c1
-2	Cc1ccc(S(=O)(=O)NCCC(=O)N2CCCC(C)C2)cc1 (stereo unspecified)
4	Cc1noc(COc2ccccc2OCC(O)CNC(C)(C)C)n1 (stereo unspecified)
-16	CN(CCOc1ccccc1)C(=O)c1cc(COc2c(F)cccc2F)on1
2	CN(Cc1nc2ccccc2n1C)C(=O)c1cccs1
12	c1ccc(COn2c(-c3ccccc3)nc3c2CCc2nonc2-3)cc1
5	COCCn1c(N)c(C(=O)NCc2cccs2)c2nc3ccccc3nc21
8	CS(=O)(=O)N(CC(=O)NC1CCCCCC1)Cc1ccc(Cl)cc1
10	CC(=O)c1c(C)[nH]c(C(=O)OC(C)C(=O)Nc2ccc(C)c(S(=O)(=O)N3CCOCC3)c2)c1C (stereo unspecified)
7	CN(C)CCCCOc1cccc(Br)c1
6	N#Cc1ccccc1OCC(=O)OCC(=O)NC1CCCCCC1
13	CCN(c1ccccc1)S(=O)(=O)c1ccc(OC)c(NC(=O)c2cccs2)c1
10	CCn1cc(C2=NOC(C(=O)O)C2)c(C)n1 (stereo unspecified)
-94	COc1ccc(NC(=O)c2cc3ccccc3o2)cn1
-3	CC(C)NC(=O)Nc1ccc2c(c1)CC(=O)N(C)C[C@H](C)[C@H](CN(C)C)O2
-3	CCOC(=O)C1CCCN(C(=O)C2CCN(C(=O)Nc3ccccc3)CC2)C1 (stereo unspecified)
-5[25 µM]	CN(C[C@@H]1[C@H](c2ccccc2)[C@H](CO)N1Cc1ccccn1)S(C)(=O)=O
-29[25 µM]	C[C@@H]1CN([C@H](C)CO)C(=O)c2c(c3ccccc3n2C)-c2ccccc2CO[C@H]1CN(C)C(=O)[C@H]1CCCN1C

BL2 CD40 inh	mol
1	C[C@H]1CCCCO[C@H](CN(C)C(=O)Nc2ccc3c(c2)OCO3)[C@@H](C)CN([C@@H](C)CO)C(=O)c2cc(NS(=O)(=O)c3cccs3)ccc2O1
3	Cc1nc(SCC(=O)NC(=O)NC2CCCCC2)nc(C)c1C
3	C(=C\c1ccncc1)/c1ccncc1
3	COc1ccccc1NC(=O)N(C)C[C@H]1OCc2ccccc2-c2c(n(C)c3ccccc23)C(=O)N([C@H](C)CO)C[C@H]1C
2	Cc1sc2ncnc(N)c2c1C
6	O=C(c1cccc(F)c1)N1C[C@H]2[C@@H](c3ccccc31)[C@H](CO)N2C(=O)C1CCCC1
-44	O=C(O)c1ccc(COc2ccc3c(c2)CCC3)cc1
2	O=S(=O)(c1ccc2c(c1)OCCO2)N1CCN(Cc2ccccc2)CC1
16	COc1ccc2c3c(n(C)c2c1)[C@H](CO)N(Cc1ccc(Cl)cc1)CC31CN(CC2CC2)C1
-14	O=C(NC(=O)c1ccccc1)NC(=O)c1ccccc1
1	c1ccc(CCNc2ccc3nncn3n2)cc1
-54	CC1CCN(C(=O)COC(=O)c2c[nH]c3ccccc23)CC1
4	O=C1c2oc3ccccc3c(=O)c2C(c2ccc(O)cc2)N1c1nccs1 (stereo unspecified)
3	CCOC(=O)C(C(=O)Cc1ccccc1)c1ccccc1 (stereo unspecified)

# An excerpt from above in order of their number in BL2 CD40 inh, rising:
BL2 CD40 inh	mol
5	COc1cc(S(=O)(=O)N2CCOCC2)cc(C(=O)OCC(=O)NC2CCCCC2)c1OC
8	COc1ccc(C(C)(NC(C)=O)c2nc(-c3ccncc3)cs2)cc1 (stereo unspecified)
10	Cc1ccc2nc(NC(=O)CN(C)S(=O)(=O)c3cccc4nsnc34)sc2c1
12	c1ccc(COn2c(-c3ccccc3)nc3c2CCc2nonc2-3)cc1
13	CCN(c1ccccc1)S(=O)(=O)c1ccc(OC)c(NC(=O)c2cccs2)c1

# Part of the list above, with each value named:
Cc1cc(NC(=O)c2cc(-c3ccco3)on2)n(-c2ccccc2)n1
  BL2 CD40 inh = 3
COc1ccc(NC(=O)N(C)C[C@H]2OCCCC[C@@H](C)Oc3ccc(NC(=O)c4ccncc4)cc3C(=O)N([C@@H](C)CO)C[C@@H]2C)cc1
  BL2 CD40 inh = -18[25 µM]
Cc1nc(-c2cccc(-c3noc(C)n3)c2)no1
  BL2 CD40 inh = -15
COc1ccc(C(=O)NC(CC(C)C)C(=O)O)cc1 (stereo unspecified)
  BL2 CD40 inh = 6

# Compounds shown so far containing a Cl atom:
BL2 CD40 inh	mol
2	CS(=O)(=O)c1ccc(Cl)c(NC(=O)CSc2nc3ccccc3c(=O)n2Cc2ccco2)c1
-2	O=C(N[C@@H]1CC[C@@H](CCNS(=O)(=O)c2cccc(Cl)c2)O[C@H]1CO)c1ccc(F)cc1
-11	CC(=NNC(=O)c1ccncc1)c1cccc(Cl)c1
8	CCN(CC(=O)NCc1ccc(Cl)cc1)C(=O)CSc1ccc(F)cc1
-3	OC1CCCC1NCc1ccnc2cc(Cl)ccc12 (stereo unspecified)
8	CS(=O)(=O)N(CC(=O)NC1CCCCCC1)Cc1ccc(Cl)cc1
16	COc1ccc2c3c(n(C)c2c1)[C@H](CO)N(Cc1ccc(Cl)cc1)CC31CN(CC2CC2)C1
